# Source: PubChem (Broad Institute)
# Statin myotox sup = suppressors of statin myotoxicity in C2C12 myotubes, primary screen, cell-based, single point, plate reader; C2C12 myotubes + simvastatin, ATP luminescence, 48 h; scaled: DMSO 0, geranylgeraniol control 100; rescue of ATP level, % at 7.49 µM; 330,000 tested, 0.78% active; AID 602340, 2012;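 active = mean ATP rescue above about 67%, or every replicate alone reaching that limit, limit read from the data, passing the limit was not always enough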;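 note: myotubes were challenged with 10 µM simvastatin during compound exposure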
# miR122 inh = miR-122 Renilla sensor signal increase in Huh7, primary screen, miR-122 inhibitor project, cell-based, single point, plate reader | Huh7 miR-122 Renilla luciferase sensor, 48 h; neutral wells = 0, positive control = 100 | 340,000 tested, 0.3% active | activation (reporter increase), % at 12.5 µM;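 active = mean replicate activation score at least 90 and every replicate individually at or above 90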;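 note: higher luciferase means less miR-122 activity so hits act as miR-122 inhibitors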
# FN deposit inh = inhibitors of fibronectin matrix deposition, primary screen, AH1F cells, Alexa488-fibronectin fluorescence, plate reader; AH1F fibroblasts, overnight; inhibition, % at 12.6 µM; 350,000 tested, 0.086% active; AID 743247, 2014;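 active = mean inhibition across replicates of 30% or more, regardless of how many single replicates reach that level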;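 note: positive control wells lacked labelled fibronectin entirely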
#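 material = AH1F fibroblast monolayer depositing Alexa488-labelled fibronectin into matrix | amount = 10000 AH1F cells/well | buffer or medium = DMEM plus 2% serum, read in PBS | incubation = 1 h cell adhesion before compound, then overnight fibronectin incubation | detection = fluorescence at 485 nm excitation, 525 nm emission | evaluation = percent inhibition as loss of matrix-bound fibronectin fluorescence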
# F508del corr = F508del CFTR correction, initial screen, CFBE line, single point | activity (quench increase), % at 7.58 µM | 350,000 tested, 0.36% active | CFBE cells, YFP halide quenching; stimulated with forskolin plus potentiator P3; % fluorescence drop versus neutral controls;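 active = mean added fluorescence quench of at least 8% versus neutral control, with both replicates also reaching 8%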;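 note: cells transiently co-express mutant CFTR-F508del with the halide-sensitive YFP; corrector assay measuring rescue of mutant channel to the surface after 24 h compound exposure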
# Cneo AK release = Cryptococcus neoformans cell lysis inducers, primary screen, AK release luminescence, single concentration. C. neoformans lysis, adenylate kinase release luminescence, 4 h; normalised: neutral wells 0, clomiphene wells 100. lysis activity, % at 15 µM. 360,000 tested, 0.2% active. AID 651654, 2012;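 active = mean lysis activity across replicates of at least 80%, whatever share of replicates individually reach that level; inactive = mean lysis activity below 80%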
#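 Schedule: static 4 h at 37 °C with compound, 1 h detection; system: C. neoformans cells; benchmarks: Clomiphene as positive control; buffer or medium: fresh YPD medium; measure: luminescence rise reflecting yeast cell lysis; measured by: luminescent adenylate kinase detection reagent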
# GSIS activator = GLuc luminescence reporter in INS-1E cells, primary screen for activators of glucose-dependent secretion of insulin; INS-1E GLuc reporter insulin secretion, 2-3 h; activation, % at 16.6 µM; 370,000 tested, 0.61% active;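 active = lowest replicate activation of at least 40%, so every replicate reaches that level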;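 note: 0% = median of neutral control wells and 100% = median of IBMX positive control wells; some compounds called inactive have numbers as strong as hits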
# PGC1a acetyl inh = inhibitors of PGC1a acetylation signal, primary screen, cell-based, U2OS, AlphaScreen, inhibitor mode. inhibition, % at 15.6 µM. 350,000 tested, 0.17% active. AlphaScreen anti-acetyl-lysine; with virally co-expressed GCN5 acetyltransferase;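 active = every replicate shows inhibition of at least 40%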;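 note: 0% = neutral control wells and 100% = positive control wells; some results beyond the cut were filed as inactive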
# PglD inh = C. jejuni PglD acetyltransferase inhibitors, primary screen, biochemical, DTNB colorimetric, single point | purified PglD enzyme, DTNB colorimetric CoA detection | UDP-N-acetylbacillosamine N-acetyltransferase PglD (Campylobacter jejuni) | inhibition, % at 12.5 µM | 360,000 tested, 0.098% active; in the data active = inhibition above about 16%, passing the limit was not always enough; note: strong numbers were not always called active
# * hit, by the source's call; · = no result given; & = joins results of further samples; [ ] = remark or other dose.
nr	SMILES	GSIS activator	Cneo AK release	FN deposit inh	PGC1a acetyl inh	PglD inh	miR122 inh	F508del corr	Statin myotox sup
1	COc1ccc(-n2ccnc(SCC(=O)NCc3ccccc3Cl)c2=O)cc1	-26.9	-2.8	0.6	-5.7	0.8	-5.5	0.3	10.5
2	CO[C@H]1CN(C)C(=O)c2cc(NC(=O)Nc3ccccc3F)ccc2OC[C@H](C)NC[C@H]1C	7.1	1.7	5.1	-0.9	-2.0	-2.5[16.7 µM]	-1.3	6.5
3	CCC(=O)Nc1ccc2c(c1)OC[C@H](C)N(Cc1ccccc1F)C[C@@H](C)[C@H](OC)CN(C)C2=O	-17.4	-0.6	5.5	·	-0.6	0.8[16.7 µM]	·	-4.0
4	O=C(N[C@H]1CC[C@@H](CCNC(=O)c2ccccc2F)O[C@H]1CO)c1ccc2c(c1)OCO2	-3.0	-0.9	1.2	14.2	1.0	·	-0.9	0.4
5	COc1cc(/C=N/NC(=S)Nc2cccc(Cl)c2C)ccc1OCC(=O)N1CC(C)OC(C)C1 (stereo not drawn)	-19.8	-1.0	·	5.3	-6.3	-4.8	·	·
6	COc1ccccc1N1CCN(C(=O)NCc2cccc(C(F)(F)F)c2)CC1	-21.7	-0.6	-4.5	·	2.6	·	0.1	17.7
7	C=CCOC(=O)C1=C(C)OC(N)=C(C#N)C1c1ccc(OC)c(CSc2ccccn2)c1 (stereo not drawn)	23.1	-1.8	0.2	9.0	-5.8	8.4	4.3	-8.5
8	O=c1[nH]n(Cc2ccccc2)c2ccccc12	·	3.3	23.3	-7.7	5.3	3.7	-0.4	-2.7
9	O=S(=O)(NCC1CCCO1)c1ccc(S(=O)(=O)N2CCCC2)cc1 (stereo not drawn)	·	2.3	·	35.5	10.7	·	-1.3	-12.6
10	CCN(CC)c1ccc(S(=O)(=O)N2CCOCC2)cc1NC(=O)CNCc1cccc(Cl)c1	-37.2	-1.1	-7.5	1.9	1.5	11.1	0.0	-23.7
11	O=C(Nn1cnc2ccccc2c1=O)c1ccccc1F	7.5	0.7	-10.7	-1.7	-2.7	-6.4	-1.0	5.5
12	COc1ccc(-n2c(=O)[nH]cc(C(=O)Nc3ccc4c(c3)OCCO4)c2=O)cc1OC	14.2	-0.5	10.3	·	0.9	-1.3	-0.1	2.6
13	CN(CCc1ccccc1)c1cc2c(c3c1ccn3C)C1CCC2C1 (stereo not drawn)	-10.1	1.7	-9.4	8.5	-0.7	0.1	2.0	-5.0
14	COc1ccc(CN(Cc2ccccn2)C(=O)CN2C(=O)C(C)Oc3ccccc32)cc1 (stereo not drawn)	11.9	-0.8	1.3	·	4.6	5.6	·	3.2
15	COc1ccc(-c2ncncc2-c2csc(C)n2)c(O)c1	·	-1.4	·	1.6	-10.3	4.2	·	4.0
16	CCN(CC)S(=O)(=O)c1cc(NC(=O)COC(=O)CCc2nc3ccccc3s2)ccc1C	1.5	0.6	·	2.3	-6.6	-3.9	·	-3.5
17	Cc1noc(C)c1S(=O)(=O)N(C)C[C@@H]1OCCCC[C@@H](C)Oc2ccc(NS(=O)(=O)c3cccs3)cc2C(=O)N([C@@H](C)CO)C[C@H]1C	-19.9	-3.1	·	-19.6	-1.5	2.1[16.7 µM]	0.1	·
18	O=C(C[C@@H]1CC[C@H](NC(=O)C2CCC2)[C@@H](CO)O1)NCCCN1CCOCC1	-4.4	-2.2	-9.4	3.7	4.3	·	0.2	-2.6
19	O=C(NCc1ccccc1)C1CCCN1S(=O)(=O)c1ccc(F)cc1 (stereo not drawn)	·	-0.6	2.6	-3.4	-2.1	1.0	3.8	10.7
20	Cc1cccn2c(=O)c3cc(C(=O)NCCN4CCOCC4)c(=N)n(Cc4cccnc4)c3nc12	30.4	1.8	·	4.2	-17.1	20.2	0.7	·
21	Cn1c(N)c(C#N)c(-c2ccccc2)c(C#N)c1=O	18.9	0.9	-3.0	-10.8	-2.5&-0.4	-4.6	2.6&-1.6	-3.6
22	Cc1ccc(NC(=O)Cn2sc3ccccc3c2=O)cc1	14.5	-3.3	11.6	·	-2.5	-0.5	-4.4	9.0
23	NCCSc1c(-c2ccc(F)cc2)[nH]c2ccccc12	9.3	·	-17.2	3.0	·	2.5	-3.3	-19.0
24	COc1cc(NC(=O)c2ccccc2)c(OC)cc1NC(=O)CN1C(=O)N(C)C2(CCCCC2)C1=O	-16.4	5.4	·	·	-4.5	·	-9.7	-13.4
25	CC(=O)Oc1c(S(=O)(=O)c2ccccc2)c(C)nn1C(C)(C)C	·	4.8	-4.4	4.5	-0.2	-12.2	·	1.4
26	O=C([C@@H]1N[C@@H]2c3ccc(-c4ccccc4F)c(=O)n3C[C@@H]2[C@H]1CO)N1CCc2ccccc2C1	3.2	-1.1	·	·	-3.2	·	·	23.1
27	O=C(Nc1ccccc1)N[C@H](Cc1ccccc1)Cn1cc(CN2C(=O)COC[C@H]2c2ccccc2)nn1	·	-24.9	·	-13.2	-2.5	·	0.4	·
28	C[C@H](CO)N1C[C@H](C)[C@@H](CN(C)CC2CC2)Oc2ccc(NC(=O)Cn3cnnn3)cc2CC1=O	3.0	-7.0	·	3.0	-2.5	4.2[16.7 µM]	-1.5	7.7
29	CCOc1ccc(NC(=O)CNC(=O)c2cn(-c3ccccc3OC)c(=O)c3ccccc23)cc1	·	0.4	0.6	-3.4	4.9	-6.2	·	2.3
30	Cn1nc(C(=O)N2CCN(c3ccccc3)CC2)c2c1-c1ccccc1S(=O)(=O)C2	46.3	-1.4	-15.9	12.1	-3.4	5.0	0.5	-4.4
31	Cc1cccc(-n2ncc3c(NCCc4ccc(S(N)(=O)=O)cc4)ncnc32)c1	-22.4	-2.1	-5.9	-10.8	-0.1	-5.5	5.2	104.8*
32	O=C(CC1C(=O)NCCN1Cc1cccc(F)c1)NC1CCC1 (stereo not drawn)	-5.3	-0.8	-1.2	-0.7	2.3	-6.0	-3.9	·
33	COc1ccccc1CNC(=O)C[C@H]1C[C@H]2c3cc(NS(=O)(=O)c4ccc(F)cc4)ccc3O[C@H]2[C@H](CO)O1	-8.6	-14.4	·	-1.6	-2.4	-3.5[16.7 µM]	-2.2	-0.5
34	O=C(NCC(=O)N(c1ccccc1)C(C(=O)NC1CCCCC1)c1cccnc1)c1cccs1 (stereo not drawn)	6.0	1.3	-4.2	-4.8	2.3	-6.1	-0.9	-5.4
35	O=C1CC(c2cccc(F)c2)C2=C(CCCC2=O)N1 (stereo not drawn)	·	1.0	·	-12.9	-0.9	-5.4	·	·
36	Cc1cc(C)n(-c2ccc(C(=O)NC(C)C)cc2)n1	5.3	-1.6	·	-3.3	-1.0	9.8	-3.1	1.9
37	COc1cc(O)c(C(CC(=O)N2CCCCC2)c2ccc(N(C)C)cc2)c(OC)c1 (stereo not drawn)	-6.3	0.6	-0.7	5.3	-1.7	-1.1	1.6	3.0
38	CC(C)CCNc1nc(N2CCCC2)c2c(c1C#N)CCN(C)C2	·	0.3	5.8	-101.8	·	-1.6	·	7.0
39	CCOc1cc(/C=N/NC(=O)C(=O)NC2CC2)cc(Br)c1O	3.4	5.9	-5.5	-6.4	-8.9	-1.0	·	-1.3
40	CCN(CC)CC(C)CNC(=O)C1(O)c2ccccc2NC(=O)N1c1ccc(Cl)c(Cl)c1 (stereo not drawn)	-3.4	6.7	-1.6	·	8.7	1.6	0.1	4.2
41	O=C(CSc1ccc(-c2ccco2)nn1)NCc1ccccc1	-0.4	4.5	-5.9	4.2	2.7	-3.2	1.0	4.2
42	COc1cc(COc2ccc(-c3nnco3)cc2)ccc1OC(F)F	11.6	1.3	1.8	·	-2.9	·	0.2	5.3
43	COc1ccc(NC(=O)N(C)C[C@H]2Oc3ccc(NC(=O)NC(C)C)cc3CC(=O)N([C@@H](C)CO)C[C@H]2C)cc1	36.3	-5.7	1.7	10.7	2.1	5.2[16.7 µM]	-2.5	18.9
44	COc1ccccc1NC(=O)N(C)C[C@H]1Oc2ncc(C#CCN(C)C)cc2C(=O)N([C@@H](C)CO)C[C@H]1C	1.7	0.9	·	-10.0	5.6	6.3[16.7 µM]	3.7	2.4
45	COc1ccc(NC(=O)Nc2ccc3c(c2)C(=O)N([C@H](C)CO)C[C@H](C)[C@@H](CN(C)C(=O)Nc2ccc(F)cc2)O3)cc1	15.3	-23.9	·	4.1	0.8	0.5[16.7 µM]	-0.7	0.9
46	COc1cc([N+](=O)[O-])cc(/C=N/NC(=O)c2cccnc2)c1O	·	-0.9	-3.1	-0.1	1.5	-6.2	2.8	33.0
47	CC(C(=O)NC1CCCc2ccccc21)N1C(=O)C2CCCCC2C1=O (stereo not drawn)	-14.6	-0.3	-3.9	·	2.7	·	-1.4	-8.9
